G9a block = blocks human histone lysine methyltransferase G9a; G9a H3K9 monomethylation, AlphaScreen, 2 h; Potency, µM (doses to about 102 µM), for the others: at the top dose activity, negative = inhibition, usual class: inhibitors; 8.8% of 350,000 active; AID 504332; further: potency means the concentration at half of the fitted maximal effect; on the % scale 0 is the no-effect control and ±100 the full control effect; nearly all actives have a fitted effect of over 75% in size
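Signal arises when biotinylated H3K9 peptide, once monomethylated, bridges streptavidin donor and antibody-captured acceptor beads. Enzyme at 20 nM was preincubated 15 min with test compounds; peptide 500 nM and SAM 20 uM then reacted for 2 h.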
GLS inh = inhibitors of human glutaminase (GLS); GLS enzymatic activity, qHTS titration; O94925; 0.21% of 410,000 active; AID 624170; Potency, µM (titrated, usually from 45.5 µM), for the others: at the top dose activity change, negative = inhibition, actives largely listed as inhibitors; further: potency means the concentration at half of the fitted maximal effect; on the % scale 0 is the no-effect control and ±100 the full control effect
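hKGA in 45 mM KH2PO4 (pH 8.2), 0.02% Tween-20 with compound, then 1mM L-Glutamine (stock as added) plus glutamate oxidase/HRP/Amplex red coupling mix. Fluorescence read initially and after 30 min at RT; signal change reflects glutamate formation.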
Pin1 inhibitor = inhibitors of human Pin1. AID 504891. Potency, µM (series often up to 115 µM), without a hit: top-dose activity, negative = inhibition, hits mostly inhibitors. Q13526. Pin1 FP peptide displacement, HiFluor488, 10 min. 0.009% of 390,000 active; active means well fitted inhibition curve with a large enough effect in the polarisation, with a control signal flat, not every such curve was filed as active; inconclusive means small, poorly fitted or top-dose-only effect, or effect the other way, or a change in a side signal; inactive means no such curve, though single readings can be large or run the other way; the % refers to the polarisation; further: potency means the concentration at half of the fitted maximal effect; on the % scale 0 is the no-effect control and ±100 the full control effect
ERG-DNA inh = blocks human ERG Ets domain binding to DNA | Potency, µM (doses to about 76.9 µM), without a hit: at the highest dose FP activity, negative = inhibition, usual class: inhibitors | P11308 | fluorescence polarization, His-ERG Ets domain / labelled DNA | 0.028% of 370,000 active | AID 624246; active means well fitted inhibition curve with a large enough effect in the polarisation, with a control signal flat; inconclusive means small, poorly fitted or top-dose-only effect, or effect the other way, or a change in a side signal; inactive means no such curve, though single readings can be large or run the other way; the % refers to the polarisation;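 further: polarization taken with two DNA probes labelled with fluorescein and Texas red; potency means the concentration at half of the fitted maximal effect; % of control where 0% means no effect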
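His-tagged ERG Ets domain (1 uM in the protein solution; 300mM KCl, 50mM Tris-HCl, 1mM EDTA, 1mM DTT, pH 7.5) received compound, then a probe mix of 5 nM fluorescein-DNA and 100nM Texas-615-DNA. Fluorescence polarization was read for both dyes.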
PI4K2A inh = inhibitors of human PI4K2A | Q9BTU6 | purified PI4K2A, ADP-Glo luminescence, 1 h; active compounds read low | 0.13% of 420,000 active | activity change, negative = inhibition, % at 76.9 µM; in the data active means activity change below about -50%; inconclusive means mostly about -30% to -49%;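 further: -100% = wells without enzyme as full effect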
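In this quantitative HTS, ADP production by PI4K2A was quantified luminescently after 1 h at ambient temperature; 100 microM adenosine served as plate-quality control.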
JMJD2A Tudor = blocks the human JMJD2A Tudor domain | AlphaScreen JMJD2A-Tudor / H3K4me3 peptide binding | Potency, µM (highest dose often 114 µM), without a hit: at the highest dose activity change, negative = inhibition, hits mostly inhibitors | 4.4% of 390,000 active; further: potency means the concentration at half of the fitted maximal effect; on the % scale 0 is the no-effect control and ±100 the full control effect; nearly all actives have a fitted effect of over 50% in size
HP1b binding inh = inhibitors of HP1-beta chromodomain binding to methylated histone tails | P83916 | AlphaScreen HP1-beta / biotin-H3K9me3 peptide binding | Potency, µM (top dose mostly 114 µM), without a hit: top-dose activity change, negative = inhibition, actives largely listed as inhibitors | 0.56% of 390,000 active; further: potency means the concentration at half of the fitted maximal effect; nearly all actives have a fitted effect of over 70% in size; inactives centre near 23
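HP1-beta protein (50 nM final) preincubated 30 min at room temperature with biotinylated H3(1-18)K9me3 peptide (50 nM) in PBS pH 7.4, 0.01% Tween-20, then compound added for 30 min. AlphaScreen streptavidin donor/nickel chelate acceptor beads (10 ug/mL final), 30 min dark, luminescence read.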
PGK inhibitor = T. brucei PGK inhibition; P07378; PGK/GAPDH coupled, Kinase-Glo luminescence, 60 min; Potency, µM (top dose mostly 57.5 µM), for the others: at the highest dose activity change, negative = inhibition, hits mostly inhibitors; 0.043% of 380,000 active; AID 602233; further: potency means the concentration at half of the fitted maximal effect; on the % scale 0 is the no-effect control and ±100 the full control effect; nearly all actives have a fitted effect of over 60% in size
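Recombinant glycosomal PGK reaction used 1,3-bisphosphoglycerate generated in-well by GAPDH (100nM final) in 100mM TEA pH 7.6, 5mM MgCl2, 0.01% Tween-20. After 60 minutes at room temperature, ATP was read by Kinase-Glo Plus luminescence end-point.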
BAZ2B inh = blocks human BAZ2B | Q9UIF8 | AlphaScreen BAZ2B-H3K14Ac peptide displacement | Potency, µM (highest dose often 114 µM), for the others: at the top dose activity change, negative = inhibition, usual class: inhibitors | 4.4% of 360,000 active; further: potency means the concentration at half of the fitted maximal effect; on the % scale 0 is the no-effect control and ±100 the full control effect; nearly all actives have a fitted effect of over 60% in size
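AlphaScreen displacement: compounds (up to 110uM) incubated 30 min at room temperature with a preformed 50 nM BAZ2B/50 nM biotinylated H3K14Ac peptide complex in PBS pH 7.4 with Tween-20. Donor and acceptor beads at 10 ug/mL final added, 20 min light-protected before reading.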
* = called active by the depositor; & = joins results of further samples; [ ] = remark or other dose. Unless noted, the call rests on the fitted dose curve; in most records, active means well fitted curve in the direction sought with a large enough effect; inconclusive means small, poorly fitted or top-dose-only effect, or another doubt; inactive means no such curve, though single readings can be large; an effect the other way counts as inactive or inconclusive.

What do the screens show for `CCP(=O)(c1cccc([N+](=O)[O-])c1)c1cccc([N+](=O)[O-])c1`?
GLS inh: -10%; Pin1 inhibitor: -13%; ERG-DNA inh: 10%; PI4K2A inh: -5; JMJD2A Tudor: -4%; HP1b binding inh: 16%; PGK inhibitor: 3%; BAZ2B inh: -6%

How did COc1ccc(CCNC(=O)Cn2nc(C)c3c(C)n(-c4ccccc4)nc3c2=O)c(OC)c1 do in these assays?
G9a block: -7%; GLS inh: 1%; Pin1 inhibitor: inconclusive; ERG-DNA inh: 0%; PI4K2A inh: -10; JMJD2A Tudor: -17%; HP1b binding inh: 25%; PGK inhibitor: -7%; BAZ2B inh: -5%

How did COc1ccc([N+](=O)[O-])cc1C1NN=C(c2cccc3ccccc23)S1 (stereo not drawn) do in these assays?
G9a block: 28µM*; GLS inh: 2%; Pin1 inhibitor: 1%; ERG-DNA inh: -3%; PI4K2A inh: -2; JMJD2A Tudor: -26%; HP1b binding inh: 33%; PGK inhibitor: 7%; BAZ2B inh: -5%

What do the screens show for `O=C(CNC(=O)c1ccco1)OCc1ccc(C(=O)Oc2ccccc2)cc1`?
G9a block: 2%[12.7 µM]; GLS inh: 7%; Pin1 inhibitor: -3%; ERG-DNA inh: -2%; PI4K2A inh: 1; JMJD2A Tudor: 0%; HP1b binding inh: 41%[activator]; PGK inhibitor: 9%; BAZ2B inh: -15%

What do the screens show for `CCOC(=O)C(Cc1c[nH]c2ccccc12)NC(=O)COc1ccc(Cl)c(C)c1` (stereo not drawn)?
G9a block: -33%[59 µM]; GLS inh: 8%; Pin1 inhibitor: 52%[activator]; ERG-DNA inh: -2%; PI4K2A inh: 2; JMJD2A Tudor: inconclusive; HP1b binding inh: -5%; PGK inhibitor: -7%; BAZ2B inh: -26%

What do the screens show for `O=S(=O)(NCC(c1ccco1)S(=O)(=O)c1ccccc1)c1cc(F)ccc1F` (stereo not drawn)?
G9a block: -1%[59 µM]; GLS inh: 3%; Pin1 inhibitor: 1%; ERG-DNA inh: -2%; PI4K2A inh: 5; JMJD2A Tudor: -1%; HP1b binding inh: 63%[activator]; PGK inhibitor: -7%; BAZ2B inh: 3%

What do the screens show for `O=C(NCc1ccccc1F)C1CCCN(C(=O)Nc2ccc(F)cc2)C1` (stereo not drawn)?
G9a block: -6%; GLS inh: -3%; Pin1 inhibitor: -15%; ERG-DNA inh: -4%; PI4K2A inh: 3; JMJD2A Tudor: -4%; HP1b binding inh: 23%; PGK inhibitor: -4%; BAZ2B inh: -11%

What do the screens show for `CN1CCN(CCCNC(=O)CCc2nnc3n(Cc4ccccc4Cl)c(=O)c4ccccc4n23)CC1`?
G9a block: 7%[0.0925 µM]; GLS inh: -17%; Pin1 inhibitor: 0%; ERG-DNA inh: -3%; PI4K2A inh: -2; JMJD2A Tudor: -3%; HP1b binding inh: 50%[activator]; PGK inhibitor: -1%; BAZ2B inh: -4%

What do the screens show for `CCOC(=O)CSc1nc(-c2ccccc2)nc2ccccc12`?
G9a block: 291%[activator][59 µM]; GLS inh: 0%; Pin1 inhibitor: -3%; ERG-DNA inh: -1%; PI4K2A inh: 0; JMJD2A Tudor: 95%[activator]; HP1b binding inh: 161%[activator]; PGK inhibitor: 9%; BAZ2B inh: 38%[activator]

Results for CC(C)CCNC(=O)CNC(=S)N(Cc1ccccc1)Cc1cccnc1 ?
G9a block: 10%[59 µM]; GLS inh: -10%; Pin1 inhibitor: -5%; ERG-DNA inh: -3%; PI4K2A inh: 3; JMJD2A Tudor: 1%; HP1b binding inh: 43%[activator]; PGK inhibitor: inactive; BAZ2B inh: 3%

Results for Cc1csc(=O)n1CCC(=O)OCC(=O)N(CC(C)C)c1c(N)n(Cc2ccccc2)c(=O)[nH]c1=O ?
G9a block: -1%; GLS inh: 4%; Pin1 inhibitor: 14%; ERG-DNA inh: 15%; PI4K2A inh: -4; JMJD2A Tudor: -14%; HP1b binding inh: -3%; PGK inhibitor: -11%; BAZ2B inh: -38%

What do the screens show for `O=C(c1cc(Br)c(Br)s1)N1CCN(C/C=C/c2ccccc2)CC1`?
G9a block: -30%[59 µM]; GLS inh: 8%; Pin1 inhibitor: -3%; ERG-DNA inh: -1%; PI4K2A inh: 5; JMJD2A Tudor: -24%; HP1b binding inh: 34%; PGK inhibitor: 8%; BAZ2B inh: -12%

Results for CC(NC(=O)c1ccc(CS(=O)(=O)c2ccc(Cl)cc2)o1)c1ccc2c(c1)OCCO2 (stereo not drawn) ?
G9a block: 13%; GLS inh: -7%; Pin1 inhibitor: 2%; ERG-DNA inh: -4%; PI4K2A inh: -2; JMJD2A Tudor: -10%; HP1b binding inh: 20%; PGK inhibitor: inactive; BAZ2B inh: 3%

How did COc1ccc(CS(=O)(=O)CC2(O)CCN(C(=O)c3cccc(C(F)(F)F)c3)CC2)cc1 do in these assays?
G9a block: 3%; GLS inh: -4%; Pin1 inhibitor: -1%; ERG-DNA inh: 3%; PI4K2A inh: 0; JMJD2A Tudor: 1%; HP1b binding inh: 50%[activator]; PGK inhibitor: inactive; BAZ2B inh: 2%

What do the screens show for `CCC/C=C1/CCCOC(C(=O)NCCNCCO)(C(F)(F)F)C1` (stereo not drawn)?
GLS inh: -5%; Pin1 inhibitor: -9%&21%; ERG-DNA inh: -16%; PI4K2A inh: -1; JMJD2A Tudor: -5%&-24%; HP1b binding inh: 40%&20%[activator]; PGK inhibitor: 0%

Results for O=C(CSc1nnc2ccccn12)NNC(=O)c1cccc(Cl)c1 ?
GLS inh: -4%; Pin1 inhibitor: -1%; ERG-DNA inh: -6%; PI4K2A inh: -1; JMJD2A Tudor: 1%; HP1b binding inh: 34%; PGK inhibitor: -7%

What do the screens show for `O=C1/C(=C/c2cccs2)SC(=S)N1c1cccc(O)c1`?
G9a block: inconclusive; GLS inh: 14%; Pin1 inhibitor: -14%; ERG-DNA inh: -3%; PI4K2A inh: -2; JMJD2A Tudor: 16µM*; HP1b binding inh: -31%; PGK inhibitor: -2%; BAZ2B inh: inconclusive

What do the screens show for `COc1ccc(C(C)=O)cc1CC(=O)Nc1ccccc1-c1ccccc1`?
G9a block: -6%; GLS inh: -10%; Pin1 inhibitor: -2%; ERG-DNA inh: 0%; PI4K2A inh: -13; JMJD2A Tudor: -2%; HP1b binding inh: 44%[activator]; PGK inhibitor: inactive; BAZ2B inh: 2%

How did O=C(O)CC(c1ccc(Cl)cc1)N1Cc2ccccc2C1=O (stereo not drawn) do in these assays?
G9a block: -4%; GLS inh: -9%; Pin1 inhibitor: -5%; ERG-DNA inh: 10%; PI4K2A inh: 2; JMJD2A Tudor: -8%; HP1b binding inh: 74%[activator]; PGK inhibitor: 3%; BAZ2B inh: 14%

How did O=C(CCc1ccccc1)NNC(=O)c1ccccc1F do in these assays?
G9a block: 5%; GLS inh: 0%; Pin1 inhibitor: -1%; ERG-DNA inh: -5%; PI4K2A inh: -2; JMJD2A Tudor: -1%; HP1b binding inh: 44%[activator]; PGK inhibitor: -7%; BAZ2B inh: 5%

What do the screens show for `CC(=O)c1cc(CN2CCN(CCc3ccccc3)C(CCO)C2)cs1` (stereo not drawn)?
G9a block: -36%; GLS inh: 4%; Pin1 inhibitor: -4%; ERG-DNA inh: -1%; PI4K2A inh: 2; JMJD2A Tudor: -12%; HP1b binding inh: 16%; PGK inhibitor: -4%; BAZ2B inh: -11%

Results for O=C(COC(=O)CNC(=O)c1ccc(Cl)c([N+](=O)[O-])c1)NNC(=O)c1cccs1 ?
G9a block: -21%; GLS inh: 16%; Pin1 inhibitor: 1%; ERG-DNA inh: 4%; PI4K2A inh: -8; JMJD2A Tudor: -6%; HP1b binding inh: 34%; PGK inhibitor: -1%; BAZ2B inh: -20%

Results for Cc1cc(C)cc(OCC(=O)Nc2nc3c(s2)CC(C(C)(C)C)CC3)c1 (stereo not drawn) ?
G9a block: -7%[59 µM]; GLS inh: -13%; Pin1 inhibitor: -2%; ERG-DNA inh: 8%; PI4K2A inh: 6; JMJD2A Tudor: -8%; HP1b binding inh: 15%; PGK inhibitor: -10%; BAZ2B inh: -3%

How did COc1ccc([N+](=O)[O-])cc1-c1nc2ccccc2nc1-c1ccccc1 do in these assays?
G9a block: 8%[0.501 µM]; GLS inh: -7%; Pin1 inhibitor: -4%; ERG-DNA inh: -9%; PI4K2A inh: 0; JMJD2A Tudor: inconclusive; HP1b binding inh: -18%; PGK inhibitor: -1%; BAZ2B inh: -37%

What do the screens show for `COc1ccc(CC(=O)N/N=C/c2cccs2)cc1OC`?
G9a block: 16%; GLS inh: 1%; Pin1 inhibitor: -1%; ERG-DNA inh: 12%; PI4K2A inh: -1; JMJD2A Tudor: 2%; HP1b binding inh: 28%; PGK inhibitor: -4%; BAZ2B inh: -1%

What do the screens show for `O=C(CSc1nc2ncccc2[nH]1)NCCc1ccccc1`?
GLS inh: -1%; Pin1 inhibitor: 0%; ERG-DNA inh: -12%; PI4K2A inh: -3; JMJD2A Tudor: -13%; HP1b binding inh: 25%; PGK inhibitor: -6%; BAZ2B inh: 2%

Screens (PubChem BioAssay)
